Screens from PubChem.
BRCT inh green – blocks human BRCA1 BRCT binding to phosphopeptide, green readout | P38398 | BRCA1 BRCT-phosphopeptide binding, green fluorescence polarization | Potency, µM (top dose mostly 76.9 µM), for the others: at the highest dose activity change, negative = inhibition, hits mostly inhibitors | 75,000 compounds, 0.05% hits | AID 875;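 note: potency is the fitted concentration of half-maximal effect; plate controls were peptide without protein for full effect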
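Compounds were incubated for 12 min at room temperature with a complex of 100 nM fluorescein-tagged pBACH1 decapeptide and 250 nM His-tagged BRCT protein. Buffer was phosphate pH 7.3 with EDTA, DTT and Tween 20. Disruption of binding lowers the polarization signal.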
HEK293 cAMP ctrl – counter-screen for TSHR agonists: cAMP increase in parental HEK293; parental HEK293 CNG cAMP sensor, membrane potential fluorescence; Potency, µM (top dose mostly 57.1 µM), without a hit: at the top dose activation, hits mostly activators; 73,000 compounds, 2.5% hits; note: potency is the fitted concentration of half-maximal effect; % of control where 0% means no effect; nearly all actives have a fitted effect of over 55% in size
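Parental HEK 293 cells stably expressing a cAMP-gated CNG channel were loaded with membrane potential dye containing 100 uM RO 20-1724 for 60 min. Compound added for 30 min; depolarization read as fluorescence intensity at 590 nm.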
Luciferase inh – blocks Photinus pyralis firefly luciferase activity; P08659; purified firefly luciferase, luminescence, 8 min; Potency, µM (titrated, usually from 57.1 µM), for the others: at the highest dose activity change, negative = inhibition, hits mostly inhibitors; 72,000 compounds, 2.2% hits; note: potency is the fitted concentration of half-maximal effect; % is set by controls: 0 for no effect and ±100 for the full control effect; nearly all actives have a fitted effect of over 40% in size
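Titration-based qHTS; buffer 50 mM imidazole pH 7.2, 50 mM KCl, 7 mM MgCl2, 10 uM ATP, 0.01% Tween 20, 0.05% BSA; luciferase/luciferin detector mix added after compound; 8 min, ambient; luminescence.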
Caspase-7 inhib – allosteric or competitive inhibitors of human caspase-7. P55210. recombinant caspase-7, Ac-DEVD-AFC fluorescence rate. Potency, µM (doses to about 57.5 µM), for inactives: at the highest dose activity change, negative = inhibition, hits mostly inhibitors. 75,000 compounds, 0.02% hits; active = well fitted inhibition curve with a large enough effect in the main read-out, with a control signal flat, not every such curve was filed as active; inconclusive = small, poorly fitted or top-dose-only effect, or a change in a side signal; note: potency is the fitted concentration of half-maximal effect; % of control where 0% means no effect
Tau fil binding – binds recombinant human tau filaments. Potency, µM (doses to about 57.1 µM), for inactives: at the highest dose activity change, negative = inhibition. 71,000 compounds, 2% hits. recombinant tau filaments, thioflavin S fluorescence, 15 h; filaments grown with octadecylsulfate alongside compound. P10636;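 note: potency is the fitted concentration of half-maximal effect; % is set by controls: 0 for no effect and ±100 for the full control effect; actives lower thioflavin S fluorescence by blocking filaments or displacing dye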
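His-tagged recombinant human tau (exons 2, 3, 10; 1 uM final) fibrillized with 30 uM sodium octadecylsulfate, 15 h at 37 C, in pH 7.4 HEPES buffer with 10 uM thioflavine S and 5 mM DTT. Reduced ThS fluorescence (450/510 nm) marks activity.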
USP2a inhib – blocks human ubiquitin-specific protease USP2a; O75604; USP2a enzymatic assay, qHTS inhibition; Potency, µM (titrated, usually from 38.3 µM), for inactives: at the top dose activity change, negative = inhibition, hits mostly inhibitors; 60,000 compounds, 0.1% hits;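 note: potency is the fitted concentration of half-maximal effect; nearly all actives have a fitted effect of over 60% in size; plate controls were DMSO for no effect and NEM full inhibition control for full effect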
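20 nM USP2 core + cpd, 30 min RT; add 20 nM Ub-PLA2/20 uM NBD C6-HPC; read Ex460/Em535 at 0 h and 2.5 h. Normalized to NEM; qHTS curve fit/classification.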
A350 fluor – A350 region autofluorescence; Compound autofluorescence, 340/450 nm, Alexa 350 dye-equivalents; active compounds read high; max dye-equivalent concentration, M; 59,000 compounds, 11% hits; in the data active = max dye-equivalent concentration above about 10 nM; inconclusive = mostly about 1.1 nM to 9.6 nM
BRCT inh red – disrupts BRCA1 BRCT binding to phosphoprotein, red fluorophore readout; AID 892; Potency, µM (highest dose often 76.9 µM), inactives show at the top dose activity change, negative = inhibition, actives largely listed as inhibitors; P38398; BRCT-phosphopeptide binding, red fluorescence polarization; 75,000 compounds, 0.03% hits; note: % is set by controls: 0 for no effect and ±100 for the full control effect
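Fluorescence polarization: 100 nM His-tagged BRCA1 BRCT with 100 nM TAMRA-labelled phospho-BACH1 decapeptide, phosphate buffer pH 7.3 with 150 mM NaCl, DTT, 0.01% Tween 20; 12 min RT. Binding inhibition seen as FP decrease.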
ERK AVP inh – blocks ERK signaling stimulated by vasopressin; HEK293-V1b, vasopressin-stimulated pERK AlphaScreen; Potency, µM (series often up to 57.5 µM), for inactives: at the highest dose activity, negative = inhibition, hits mostly inhibitors; 72,000 compounds, 0.99% hits; AID 995; note: potency is the fitted concentration of half-maximal effect; % is set by controls: 0 for no effect and ±100 for the full control effect; nearly all actives have a fitted effect of over 55% in size
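qHTS, compounds titrated on V1b-expressing HEK293 cells. Preincubation 30 min at 37C, vasopressin 25 nM for 5 min, lysis 10 min, bead incubation 5 hr at room temperature.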
Casp1 inh – allosteric or competitive inhibitors of human caspase-1 | Caspase-1 enzyme, Ac-WEHD-AFC fluorogenic rate | AID 900 | Potency, µM (series often up to 57.5 µM), for inactives: top-dose activity change, negative = inhibition, actives largely listed as inhibitors | P29466 | 75,000 compounds, 0.03% hits;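 note: potency is the fitted concentration of half-maximal effect; plate controls were vehicle for no effect and no substrate for full effect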
CRE Fsk mod – CRE-bla signaling modulation under forskolin stimulation. Potency, µM (doses to about 38.2 µM), for inactives: at the top dose activity change, negative = inhibition, hits mostly activators. CHO CRE-bla reporter (cAMP response element driving beta-lactamase), forskolin EC10, beta-lactamase ratio. 71,000 compounds, 2.5% hits. AID 662; active = well fitted activation curve with a large enough effect in the signal ratio, with a control signal flat, not every such curve was filed as active; inconclusive = small, poorly fitted or top-dose-only effect, or effect the other way, or a change in a side signal; the % refers to the signal ratio; note: potency is the fitted concentration of half-maximal effect; % of control where 0% means no effect
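Titrated compounds plus EC10 NKH 477 on CHO CRE-bla cells, 3 h, 37 °C. CCF4, 2 h RT. Ratio 460/530 nm → AC50.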
Active calls of the source: *; i = inactive; ? = inconclusive; · = not tested or not shown; [ ] = dose if it differs, or a comment. Unless noted, calls come from the whole dose curve; as a rule, active = well fitted curve in the direction sought with a large enough effect; inconclusive = small, poorly fitted or top-dose-only effect, or another doubt; inactive = no such curve, though single readings can be large; an effect the other way counts as inactive or inconclusive.

canonical_smiles	BRCT inh green	HEK293 cAMP ctrl	Luciferase inh	Caspase-7 inhib	Tau fil binding	USP2a inhib	A350 fluor	BRCT inh red	ERK AVP inh	Casp1 inh	CRE Fsk mod
c1ccc2c(c1)ccc1cc3c(ccc4ccccc43)cc12	1.2%	14%	·	-18%	40%	·	·	-0.5%	16%	-10%	?
Cc1cnc(C(=O)Nc2ccc(-n3cnnn3)cc2)cn1	-1.8%	?	3%	1%	-5%	·	i	0.8%	-11%	-3%	1%
O=C(NCCC1=CCCCC1)C1CCN(S(=O)(=O)c2ccc(-n3cnnn3)cc2)CC1	-1.6%	0%	0%	0%	10%	-1%	i	-0.5%	35%[activator]	-2%	?
O=C(CN1C(=O)CCS(=O)(=O)c2ccccc21)NCc1ccc(F)cc1	-0.6%	-2%	-7%	-1%	-2%	-3%	i	0.5%	-5%	0%	-1%
CC(=O)OC[C@@]1(O)C[C@]23CCC4c5ccoc5CC[C@@]4(C)C2CCC1C3 (stereo partly specified)	0.5%	·	·	0%	·	3%	·	0.3%	23%	-1%	·
CCOC(=O)Nc1cc(C)c(Cl)cc1OC	1.0%	11%	1%	-1%	-11%	1%	·	-0.1%	14%	0%	2%
CCCCCC(=O)OC(CN1CCCCC1)CN1CCCC1=O (stereo unspecified)	1.7%	5%	1%	1%	2%	4%	i	0.9%	-4%	0%	-1%
Cn1cccc1C(C(=O)NC1CCCCC1)N(C(=O)Cc1cccs1)c1ccc2c(c1)OCCO2 (stereo unspecified)	-0.3%	?	4%	-1%	18%	21%	i	0.3%	12%[11.5 µM]	-6%	-9%
CN(C)Cc1c(O)ccc2oc(Cc3ccccc3)cc12	-3.1%	?	1%	1%	-25%	-2%	i	-1.7%	?	-5%	2%
O=C(c1ccccc1)N1CCn2c(nc3ccccc32)C1	1.8%	?	0%	-1%	17%[11.4 µM]	5%[7.66 µM]	·	1.2%	-26%	-3%	?
CCOc1ccc(-n2c(SCC(=O)Nc3ccc(OC)cc3OC)nc3c(c2=O)SCC3)cc1	-0.6%	3%	5%	0%	132%	29%	i	0.3%	-9%	0%	?
Cc1ccc(-c2nnn(CC(=O)N(Cc3ccco3)C(C(=O)NC(C)(C)C)c3cccs3)n2)o1 (stereo unspecified)	2.0%	20µM*	0%	-4%	-8%	32%[activator]	i	-0.7%	-17%	-10%	-1%
CCCn1c(SCC(=O)Nc2ccccc2C(=O)OC)nc2c1c(=O)n(C)c(=O)n2C	-1.9%	?	1%	0%	-7%	22%	i	-2.4%	-5%	1%	15%
Cn1c(CNc2nc(-c3ccccc3)cs2)nnc1SCC(=O)N1CCc2ccccc21	-3.4%	-8%	2%	0%	67%	29%	i	-1.2%	-20%	0%	?
C[C@H](NC(=O)c1ccc(Cl)c(Cl)c1)c1ccc(-c2ccccc2)cc1	-0.8%[15.4 µM]	0%[11.4 µM]	5%[11.4 µM]	-3%[11.5 µM]	-8%[11.4 µM]	·	i	-0.2%[15.4 µM]	-7%[11.5 µM]	-1%[11.5 µM]	15%[7.6 µM]
COCCn1nnnc1C(c1ccc2ncccc2c1)N1CCN(c2ccccc2F)CC1 (stereo unspecified)	0.5%	14%	-2%	-1%	7%	16%	i	0.4%	3%	1%	-18%
N#C/C(=C/N1CCOCC1)c1ccccc1	-2.0%	-11%	-28%	-1%	-8%	-6%	i	-0.8%	0%	0%	4%
Cc1ccc(C(C(=O)NC2CCCCC2)N(C(=O)c2csnn2)C2CC2)o1 (stereo unspecified)	-2.1%	17%	2%	2%	12%	6%	i	-2.4%	5%	1%	-10%
COc1ccc(-c2noc(Cc3ccccc3OC)n2)cc1	-0.3%	?	-20%	-1%	5%	-4%	·	-1.7%	12%	-1%	8%
Cn1c(=O)c2c(SCC(=O)N3CCOCC3)nc(CC(C)(C)C)nc2n(C)c1=O	2.6%	6%	3%	-2%	13%	·	·	-0.1%	·	-2%	3%
Cc1cc(=O)n2c(c1C#N)SC1CCCCC12O (stereo unspecified)	-4.1%	12%	7%	0%	4%	1%	i	0.3%	1%	-1%	-1%
COc1cc(-c2nnc(SCC#CCO)o2)cc(OC)c1OC	-0.6%	-4%	1%	-1%	8%	2%	i	-1.9%	-20%	0%	?
CCC1=NC(c2ccccc2Cl)N(O)C1(C)C (stereo unspecified)	-3.4%	5%	-2%	-1%	10%	0%	·	-0.1%	-5%	-2%	-1%
Cc1cc(C)nc(NC(=O)c2c(-c3ccccc3Cl)noc2C)n1	1.3%	3%	-2%	0%	-5%	81%[activator]	i	-0.1%	-3%	0%	?

4 of the compounds above, with values under each structure:
Every second line gives: BRCT inh green	HEK293 cAMP ctrl	Luciferase inh	Caspase-7 inhib	Tau fil binding	USP2a inhib	A350 fluor	BRCT inh red	ERK AVP inh	Casp1 inh	CRE Fsk mod
CCC1=NC(c2ccccc2Cl)N(O)C1(C)C (stereo unspecified)
 : -3.4%	5%	-2%	-1%	10%	0%	·	-0.1%	-5%	-2%	-1%
Cn1c(=O)c2c(SCC(=O)N3CCOCC3)nc(CC(C)(C)C)nc2n(C)c1=O
 : 2.6%	6%	3%	-2%	13%	·	·	-0.1%	·	-2%	3%
N#C/C(=C/N1CCOCC1)c1ccccc1
 : -2.0%	-11%	-28%	-1%	-8%	-6%	i	-0.8%	0%	0%	4%
COc1cc(-c2nnc(SCC#CCO)o2)cc(OC)c1OC
 : -0.6%	-4%	1%	-1%	8%	2%	i	-1.9%	-20%	0%	?

Following part:
canonical_smiles	BRCT inh green	HEK293 cAMP ctrl	Luciferase inh	Caspase-7 inhib	Tau fil binding	USP2a inhib	A350 fluor	BRCT inh red	ERK AVP inh	Casp1 inh	CRE Fsk mod
CCCCCC(=O)Nc1cccc(-c2nc3ncccc3o2)c1	0.0%	13%	-8%	-1%	-3%	26%	i	-3.1%	?	1%	?
CCOc1ccc(OCC)c(NC(=O)C2CCCN(c3ncccn3)C2)c1 (stereo unspecified)	-2.2%	0%	-4%	-2%	-12%	4%	i	0.6%	?	-2%	?
Cc1cc(Nc2ncc(Cl)cc2Cl)n[nH]1	-0.7%	-12%	-5%	7%	-3%	-3%	i	-0.2%	5%	1%	?
COc1cccc(C2CC(c3cccc(Br)c3)n3nc(N)nc3N2)c1 (stereo unspecified)	-1.8%	-2%	-5%	-13%	31%	·	·	0.5%	?	-2%	1%
CCN(CC)C(=O)c1sc2nc(-c3ccccn3)[nH]c(=O)c2c1C	1.6%	?	-15%	-3%	-35%	6%	3.7e-08M*	-0.6%	-12%	-3%	?
COC(=O)c1cccc(C23CC4(C2)[C@H](CN(C)[C@@H]4c2ccccc2)C3c2ccc(C(F)(F)F)cc2)c1 (stereo partly specified)	-2.0%	·	·	-1%	·	·	·	0.3%	6%	0%	·
Cc1ccc(C(=O)CSc2nnc(-c3ccccc3)n2-c2ccccc2)o1	0.6%	24%	1%	2%	6%	-27%	i	-1.1%	-8%	0%	-2%
O=c1cnc2cncnc2n1Cc1ccccc1	8.7%	16%	2%[11.4 µM]	-6%	-10%	1%	i	1.5%	-22%	-3%	?
O=C(O)c1ccc(-c2ccccc2Cl)o1	-0.3%	10%	2%	0%	-7%	4%	i	0.6%	-26%	0%	-7%
COC(=O)c1cccc(C#CC(NP(=O)(c2ccccc2)c2ccccc2)c2ccccc2)c1 (stereo unspecified)	0.1%	·	·	-4%	·	·	·	2.0%	?	-3%	·
COCC(=O)N1CCC2(CC1)CN(Cc1cc(C(F)(F)F)cc(C(F)(F)F)c1)C2	-3.7%	-9%	-2%[11.4 µM]	0%	-12%	34%[activator]	i	0.0%	-3%	-2%	-7%
COCc1nnc(NC(=O)c2ccco2)s1	-1.6%	8%	-1%	5%	6%	3%	i	-2.2%	-16%	-1%	?
CCOC(=O)C1CCN(c2c(NCCCN(CC)Cc3ccccc3)c(=O)c2=O)CC1	-1.0%	4%	0%	-1%	-10%	-2%	i	-0.3%	-2%	1%	?
Cc1nn(-c2ccccc2)c2sc(C(=O)OCN3C(=O)c4ccccc4C3=O)cc12	-0.8%	10%	0%	-1%	89%	4%	·	-0.4%	9%	-1%	1.6µM*
CC(NC(=O)c1ccccc1NC(=O)c1ccco1)C(=O)O (stereo unspecified)	-1.5%	6%	-2%	0%	-2%	-5%	i	0.0%	4%	1%	-5%
Nc1c(Br)cc(Br)c(N2CCCC2=O)c1Br	-0.1%	?	1%	-6%	-17%	-3%	·	0.1%	-10%	-12%	3%
